Assay outcomes deposited in PubChem BioAssay by several laboratories.
Glyco luc inh = N-linked glycosylation inhibition; D54 ERlucT glycosylation luciferase reporter, 24 h; percent of 100 nM tunicamycin response; reporter increase, % at 12.5 µM; 360,000 tested, 0.23% active; AID 588692;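 active = mean luciferase reporter signal, scaled so untreated is 0 and the glycosylation-blocking control 100, at or above a set limit in every replicate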;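 note: luciferase carries N-glycosylation sites so blocking glycosylation raises the light; 0% = median of neutral control wells and 100% = median of 100 nM tunicamycin wells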
MC4R barr agon = activates human MC4R beta-arrestin recruitment | U2OS MC4R beta-arrestin complementation, luminescence; percent of melanotan II response, DMSO zero | AID 540308 | P32245 | activation, % at 8.9 µM | 360,000 tested, 0.98% active;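 active = activation above a per-plate cutoff, the mean activation of sample wells on that plate plus 3 SD, cut at about 8% in these data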
ABHD5-PLIN5 inh = blocks binding of human ABHD5 to perilipin-5 | Q00G26+Q8WTS1 | Split G. princeps luciferase complementation, luminescence, 4 h | AID 602281 | 360,000 tested, 0.78% active | inhibition, % at 4 µM;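 active = inhibition above the mean inhibition across every tested compound plus 3 SD, cut at about 22% in these data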;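 note: 0% = DMSO only wells and the 100% control is not disclosed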
Target sequence (Q00G26 whole entry, looked up): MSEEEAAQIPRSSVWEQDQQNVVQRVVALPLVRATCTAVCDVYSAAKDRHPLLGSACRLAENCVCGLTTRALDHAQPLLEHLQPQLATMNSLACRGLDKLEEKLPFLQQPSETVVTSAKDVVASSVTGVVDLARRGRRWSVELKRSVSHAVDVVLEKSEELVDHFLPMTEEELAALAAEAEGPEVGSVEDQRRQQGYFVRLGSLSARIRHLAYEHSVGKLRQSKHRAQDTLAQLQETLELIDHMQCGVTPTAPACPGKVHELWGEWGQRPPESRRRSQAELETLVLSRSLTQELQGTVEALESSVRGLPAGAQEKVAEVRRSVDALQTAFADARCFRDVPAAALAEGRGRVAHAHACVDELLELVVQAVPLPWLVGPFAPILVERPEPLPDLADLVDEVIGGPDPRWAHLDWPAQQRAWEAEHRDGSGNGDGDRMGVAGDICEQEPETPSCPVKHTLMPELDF
Target sequence (Q8WTS1 whole entry, looked up): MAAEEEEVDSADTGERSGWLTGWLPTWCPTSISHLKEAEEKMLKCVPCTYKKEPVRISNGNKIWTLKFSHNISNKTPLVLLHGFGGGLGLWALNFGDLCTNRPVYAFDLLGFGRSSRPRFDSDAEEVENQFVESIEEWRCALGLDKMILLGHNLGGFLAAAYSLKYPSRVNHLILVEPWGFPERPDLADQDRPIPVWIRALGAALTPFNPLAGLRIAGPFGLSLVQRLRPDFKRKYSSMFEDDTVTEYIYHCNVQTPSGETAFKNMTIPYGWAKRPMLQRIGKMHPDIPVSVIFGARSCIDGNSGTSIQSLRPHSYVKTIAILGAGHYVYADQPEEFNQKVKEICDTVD
ABCB6 inh MLPCN = human ABCB6 transporter inhibition. Q9NP58. K562-ABCB6 porphyrin accumulation, flow cytometry, 1 h; stronger effect = lower value. fluorescence ratio to DMSO, % at 10 µM. 360,000 tested, 0.19% active;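 active = fluorescence ratio to DMSO below 75%, the collection mean minus 3 SD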;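 note: signal is porphyrin accumulated inside mitochondria; 100% equals median channel fluorescence of DMSO control wells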
NCOA2 inhibitor = inhibits human steroid receptor coactivator 2; Q15596; HEK293 GAL4-SRC2 luciferase reporter, luminescence; inhibition, % at 9 µM; 370,000 tested, 0.17% active;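 active = inhibition above the mean inhibition of all tested compounds plus 3 SD, set per campaign, cut at about 52% in these data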;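 note: 0% = DMSO treated cells and 100% = cells given Gossypol at 36 µM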
NOD2-RIPK2 inh = blocks binding of human NOD2 to RIPK2 | O43353 | CHO BLA complementation NOD2-RIPK2, CCF4 ratio | inhibition, % at 4.98 µM | 360,000 tested, 0.38% active; in the data active = inhibition above about 21%;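 note: 0% = vehicle only and 100% = reference blocker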
H9c2 protect = protects H9c2 cardiomyocytes from peroxide injury; protection from H2O2 cell death, % at 20 µM; 360,000 tested, 0.63% active; H2O2 injury protection, ATPLite, 2 h;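 active = compounds giving at least 50% protection of heart cells from peroxide-induced death in the single-dose screen, raw or plate-pattern-corrected value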;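 note: 0% = DMSO wells with peroxide and 100% = DMSO wells without peroxide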
TLR9-MyD88 block = TLR9-MyD88 interaction inhibition; CHO BLA complementation TLR9-MyD88, CCF4 FRET ratio; inhibition, % at 4.98 µM; 340,000 tested, 0.21% active;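 active = inhibition above the mean over all tested compounds plus 3 SD, cut at about 21% in these data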;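 note: 0% = DMSO only wells and 100% = clavulanate BLA inhibitor control wells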
HTR2A ag = agonists of mouse serotonin 5-HT2A receptor (HTR2A); P35363; CHO-K1 mHTR2A beta-arrestin complementation, luminescence; percent of 30 µM serotonin response; activation, % at 7.6 µM; 360,000 tested, 0.66% active; AID 624169;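 active = activation above a run cutoff, the mean activation of all tested compounds plus 3 SD, cut at about 14% in these data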;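 note: 0% = plate median of compound wells and 100% = 30 µM serotonin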
MC4R antag cAMP = antagonists of human melanocortin 4 receptor (MC4R). P32245. MC4R-expressing cells, MTII-stimulated cAMP, LANCE TR-FRET. inhibition, % at 6.5 µM. 360,000 tested, 0.48% active;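 active = inhibition above its plate's cutoff, the mean of tested wells on that plate plus 3 SD, cut at about 29% in these data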;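 note: 0% = Melanotan II alone and 100% = Melanotan II plus saturating MCL0020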
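Test system: U2OS cells stably expressing human melanocortin 4 receptor (MC4R); also added: Melanotan II challenge; compound: 6.5 µM single dose; timing: 30-min compound preincubation, 1-h Melanotan II challenge, 1-h detection, room temperature; signal: Eu-cAMP/anti-cAMP TR-FRET, emission 671 nm; repeats: one well per compound, no replicates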
* = called active by the depositor; nt = not tested or not shown.

SMILES	Glyco luc inh	MC4R barr agon	ABHD5-PLIN5 inh	ABCB6 inh MLPCN	NCOA2 inhibitor	NOD2-RIPK2 inh	H9c2 protect	TLR9-MyD88 block	HTR2A ag	MC4R antag cAMP
O=C(O)c1cccc(-n2cccc2/C=C2/NC(=O)N(c3cccc(Cl)c3)C2=O)c1	-1	-2.8	10	99	9	-9	1	9	5	2
Cc1nc2c(OCc3cc(Cl)cc(Cl)c3)cccn2c1N(C)C(=O)CCC1CCCC1	-3	2.4	1	82	12	-5	-6	nt	1	8
O=C(NC1(C(F)(F)F)C(=O)Nc2c1c(=O)[nH]c(=O)n2Cc1ccccc1)c1ccc(Cl)cc1 (centres undefined)	3	-0.2	12	100	-4	-9	3	6	3	-4
N/C(=N\OC(=O)c1cccc(Cl)c1)c1cccnc1	-1	-2.4	6	96	-49	1	-20	-1	-3	4
COCCCn1c(SCC(N)=O)nnc1-c1ccccc1	0	-1.0	-1	102	3	-9	3	3	-3	3
COc1ccc(Cc2nnc(NC(=O)C(C)C)s2)cc1	0	-1.8	1	95	-13	-1	-2	0	13	8
Cc1cc(C)nc(NC=C2C(=O)OC(C)(C)OC2=O)n1	4	-0.6	2	96	25	1	1	-2	-1	4
O=C(COC(=O)c1n[nH]c2ccccc12)NC1CCCCC1	0	-0.8	-1	96	3	0	-1	4	-6	-1
COc1ccc(CNC(=O)C(c2ccco2)N(C(=O)CNS(=O)(=O)c2ccccc2)c2ccccc2C)cc1 (centres undefined)	-7	-1.7	-1	108	1	2	28	4	-2	10
COc1ccc(F)c(CN(C)CC2CCCN(CCc3ccc(F)cc3)C2)c1 (centres undefined)	1	0.3	-4	97	-3	-7	4	-3	-8	-2
Cc1cccc(OCCN2C(=O)c3ccccc3C2=O)c1	1	1.8	0	94	-14	-3	3	-12	2	14
O=C(NCCCO)/C(=C/c1ccc(-c2cccc([N+](=O)[O-])c2)o1)NC(=O)c1ccccc1	2	-2.4	8	95	-14	7	8	6	3	-11
COc1ccccc1C(=O)COC(=O)Cn1nc(C)c([N+](=O)[O-])c1C	1	-2.7	0	95	13	-7	5	-2	1	10
CNc1oc(C)nc1S(=O)(=O)c1ccccc1	2	0.5	4	117	-8	-5	-3	-1	-1	0
CN(C)CCCNC(=S)N1CCn2c(nc3ccccc32)C1	4	-0.4	-2	127	-10	4	1	-4	-2	0
CN1CCN(c2c(/C=N/O)c3ccccc3n2C)CC1	0	-2.4	-1	89	-29	-4	9	-4	0	6
C[C@H]1CN([C@@H](C)CO)C(=O)CCCn2nncc2CO[C@H]1CN(C)S(C)(=O)=O	-1	-0.9	-5	102	-17	4	-4	-5	-3	15
Cc1ccccc1OCCOC(=O)c1ccc(S(=O)(=O)N2CCCC2)cc1	0	0.1	12	91	9	-4	-2	-2	5	8
CCC(C)NC(=O)COc1ccccc1[N+](=O)[O-] (centres undefined)	2	-1.5	-4	111	17	-1	16	-2	6	-8
CC(NC(=O)NNC(=O)c1ccncc1)(C(F)(F)F)C(F)(F)F	1	0.0	-3	97	4	-7	6	5	-2	6

Only MC4R antag cAMP, for 4 of the compounds above:
| canonical_smiles | MC4R antag cAMP |
| --- | --- |
| CC(NC(=O)NNC(=O)c1ccncc1)(C(F)(F)F)C(F)(F)F | 6 |
| Cc1cccc(OCCN2C(=O)c3ccccc3C2=O)c1 | 14 |
| CN(C)CCCNC(=S)N1CCn2c(nc3ccccc32)C1 | 0 |
| Cc1ccccc1OCCOC(=O)c1ccc(S(=O)(=O)N2CCCC2)cc1 | 8 |

Further results.
SMILES	Glyco luc inh	MC4R barr agon	ABHD5-PLIN5 inh	ABCB6 inh MLPCN	NCOA2 inhibitor	NOD2-RIPK2 inh	H9c2 protect	TLR9-MyD88 block	HTR2A ag	MC4R antag cAMP
Cc1ccc(-c2nnn(CC(=O)NC3CCN(Cc4ccccc4)CC3)n2)cc1	3	1.6	0	91	-12	-13	1	4	-5	9
Cc1cccc(-c2noc(CCCOc3ccc(Cl)cc3Cl)n2)c1	1	1.0	3	93	16	-1	-2	1	-2	8
COc1ccc(C(=O)NCc2cccnc2)cc1	1	-0.2	-2	90	-13	-4	2	1	9	-1
CCN(CC)C(=O)c1c(-c2ccccc2)oc2ccc(OC)cc12	2	-0.8	-6	101	-9	-9	1	10	15*	3
CCOCCCn1c(=N)c(S(=O)(=O)c2ccccc2)cc2c(=O)n3cc(C)ccc3nc21	5	-1.5	-2	89	8	7	12	0	-1	6
CC1CC(OC(=O)c2ccccc2C(=O)c2ccc(Cl)cc2)C(=O)O1 (centres undefined)	2	0.2	6	96	1	-10	3	-7	1	10
COC(=O)c1ccccc1NC(=O)N1CCN(Cc2ccco2)CC1	-1	-0.2	1	98	3	-8	3	0	1	-7
COCC1CCN(C(=O)C2CCC(=O)N(CCc3ccc(Cl)cc3)C2)CC1 (centres undefined)	-1	-0.2	9	101	-18	8	0	0	0	17
COc1ccc(/C=C/c2onc(C)c2S(=O)(=O)N2CCC(C(=O)N3CCC(C)CC3)CC2)cc1	-7	1.8	5	93	15	-6	0	-10	0	15
CCc1ccc(C(=O)/C=C/Nc2ccc(S(=O)(=O)Nc3onc(C)c3C)cc2)cc1	-2	0.8	-2	95	-23	-6	-8	-5	6	0
O=[N+]([O-])c1ccc(/C=N/n2cnc3ccccc32)s1	-20	-0.9	2	103	-34	-2	-12	2	0	-18
CC(Sc1nnc(COc2ccc3ccccc3c2)n1C)C(=O)O (centres undefined)	-1	-1.2	2	99	-17	-7	1	-2	9	17
O=C(NC(C(=O)c1ccccc1)c1ccccc1)c1ccccc1 (centres undefined)	-3	-1.0	-6	99	-24	-1	37	-2	-3	4
CCSc1nc(C)c(CC)c(C)c1C(N)=O	2	-1.8	0	94	8	-13	9	4	2	-2
O=C(O)CC/C(=N\Nc1ccc([N+](=O)[O-])cc1S(=O)(=O)N1CCOCC1)c1cccs1	0	-4.8	-1	103	-11	17	-2	5	-6	-6
C=CCNC(=O)C1CC(=O)N(c2ccc(OCC(=O)Nc3ccc(Cl)c(C(F)(F)F)c3)cc2)C1 (centres undefined)	-1	5.6	-2	96	-8	-4	-14	-5	3	-1
COC(=O)C1=C(C)N(Cc2ccccc2)C(=NCc2ccc(OC)cc2)N[C@H]1c1cccc(F)c1	-5	4.0	8	104	6	-3	-5	-10	-3	3
O=C(Nc1ccccc1C(F)(F)F)c1cc(-c2ccco2)on1	1	-0.5	2	85	-45	1	-2	-4	1	10
Cc1c(C)n(CCCN(C)C)c2ncnc(NCc3ccccc3)c12	-2	-0.8	1	98	-14	7	8	-4	-12	-3
COc1ccc(C(CCNC(C)c2ccccc2)c2ccc(F)cc2)cc1 (centres undefined)	-14	8.2	13	99	1	-2	-17	-4	-1	7
CNC(=O)c1c[nH]n2c(=O)c(Cc3ccccc3F)c(C)nc12	10	0.2	4	107	10	-7	12	-3	14	-4
CC(=O)c1ccccc1Oc1nc(CN2CCOCC2)nc2scc(-c3cccs3)c12	-1	2.1	4	95	-29	13	4	2	7	15
CN=C1S/C(=C\c2ccc(N3CCOCC3)c(F)c2)C(=O)N1C	3	-0.8	11	96	-16	-4	3	-4	1	3
Cc1cc(C)n(-c2ccc(N3CCOCC3)nn2)n1	2	-2.2	7	104	-35	-14	8	6	0	-1
c1ccc(-n2cc(CNCCc3cscn3)c(-c3ccc4c(c3)OCO4)n2)cc1	-1	-0.2	1	99	-28	5	-5	1	-3	6
Cc1cnc(C(=O)OCC(=O)Nc2sc3c(c2C(N)=O)CCCC3)cn1	0	-3.0	0	102	-16	1	0	-12	10	-1
COc1ccc2c(c1)cc1n2CCN2CCCN=C12	1	-2.0	-7	100	-5	0	3	-13	5	-5
COc1ccc(S(=O)(=O)Nc2cccc3c2O[C@@H](CN(C)CC2CC2)[C@@H](C)CN([C@@H](C)CO)C3=O)cc1	-1	0.4	3	90	1	0	1	-4	0	2
O=C(CSc1nnc2c(n1)[nH]c1ccccc12)Nc1ccc(S(=O)(=O)Nc2ncccn2)cc1	0	1.8	5	100	-28	-8	5	0	2	28
O=C(c1ccc2c3c(cccc13)CC2)C1CCCN(C(=O)c2ccc[n+]([O-])c2)C1 (centres undefined)	2	0.7	5	98	8	-12	-3	-5	5	-4
CCC1(c2ccccc2)NC(=O)N(CC(=O)NC2(C#N)CCCCC2)C1=O (centres undefined)	0	1.1	9	98	0	-14	2	4	3	-2
CCN(CC)S(=O)(=O)c1cc(C(=O)Nc2ccccc2[N+](=O)[O-])ccc1Cl	4	-0.2	-8	98	-22	2	-10	-13	6	1
CC(=O)Nc1ccc2c(COC(=O)[C@H](C)N3C(=O)C4CCCCC4C3=O)cc(=O)oc2c1 (some centres undefined)	2	-1.2	-3	99	10	0	22	5	5	8
COc1ccc(C(CNC(=O)c2ccc(S(=O)(=O)N(C)C)cc2)N(C)C)cc1 (centres undefined)	-3	-0.9	-2	97	-7	-1	0	-3	1	4
COc1cc(/C=C2/C(=N)N3OC(C)=CC3=NC2=O)ccc1OCCOc1ccc(C)cc1	-2	-0.2	1	79	-20	-15	2	-13	-3	0
CCN(CC)CCn1c(NCc2cccc(OC)c2)nc2ccccc21	-1	-1.5	1	93	-1	-14	0	-8	-3	8
O=C(CN1CCN(S(=O)(=O)c2ccccc2[N+](=O)[O-])CC1)Nc1ccc(N2CCOCC2)cc1	-2	1.7	-1	99	-16	-7	-9	-3	-1	17
COc1ccc(C(=O)OCC#CCSc2nnc(-c3cccc4ccccc34)o2)cc1	1	-1.7	-4	91	-1	-10	-17	13	-1	15
Cc1oc(-c2ccccc2F)nc1CS(=O)(=O)CC(=O)N1CCN(Cc2ccccc2)CC1	0	1.1	5	91	-2	-10	-14	6	5	5
O=C(NCCOC(=O)c1c(F)cccc1Cl)c1c(F)cccc1Cl	3	-1.5	-7	94	6	0	0	1	-5	1
Cc1ccc(-c2cnco2)cc1	2	1.3	1	97	-24	4	-8	-2	2	17
CCOC(=O)N1CCN(c2nc(-c3ccccc3)c3ccccc3n2)CC1	-2	1.8	-1	80	nt	-4	-6	7	3	11
N#C/C(=C\c1c(N2CCN(c3ccccc3)CC2)nc2ccccn2c1=O)C(N)=O	0	-1.7	11	102	-18	-1	2	3	5	8
COc1ccc(CNC(=O)C2CCCN(S(=O)(=O)c3ccc(Br)s3)C2)cc1 (centres undefined)	-5	1.3	-8	153	-3	-5	-4	-4	0	6
O=C(CSc1nnc(-c2ccco2)o1)c1ccc(F)c(F)c1	-1	7.0	-10	98	0	-2	-2	8	-2	-1
CCCn1c(SCC(=O)NCCc2ccccc2)nnc1-c1ccccn1	-2	-0.9	-2	88	-6	-8	12	6	-2	4

An excerpt, so the mix of outcomes need not match the whole.
